MrgX1 allo act: human MrgX1 positive allosteric modulation, primary screen. Q96LB2. B-score at 10 µM. 0.63% of 310,000 active. MrgX1-HEK293, Fluo-4 calcium flux, FDSS; active compounds read high;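 active = plate-corrected calcium response at least 3 library SD above typical, normal starting fluorescence, not activating the receptor alone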;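 also: compound read alongside a low EC10 to EC30 dose of BAM8-22 agonist; peak minus trough fluorescence over baseline measured at the second addition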
TMEM16A act: mouse TMEM16A channel activation, primary screen | HEK293 TMEM16A/YFP-H148Q/I152L, iodide quench fluorescence; active compounds read low | B-score at 10 µM | 0.3% of 340,000 active;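 active = fluorescence-ratio B-score plate-corrected deviation score at least 3 library SD below zero, with starting fluorescence score within 5 deviations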;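 also: channel opened by trigger with iodide after compound preincubation; score built on the fluorescence ratio of max minus min over baseline; more negative score means more quench and so TMEM16A activation or potentiation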
MrgX1 antag: antagonists of human MrgX1 receptor; Q96LB2; MRGX1-HEK293 calcium flux, Fluo-4, BAM8-22 antagonism; active compounds read low; B-score at 10 µM; 1.3% of 310,000 active; AID 588676;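 active = calcium-response B-score plate-corrected more than 3 library SD below zero, starting fluorescence within 5 deviations, no agonist response on first addition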;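 also: peak minus trough fluorescence over baseline after final BAM8-22 challenge near maximal dose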
TRPC4 inh: TRPC4 (mouse) channel inhibition | HEK293 TRPC4beta/mu-opioid, DAMGO-evoked Fluo4 calcium flux; active compounds read low | B-score at 10 µM | 0.39% of 300,000 active;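 active = B-score over 3 SD under the library average, no early fluorescence shift, positive overall ratio signal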
Target sequence (Q9QUQ5 whole entry, looked up): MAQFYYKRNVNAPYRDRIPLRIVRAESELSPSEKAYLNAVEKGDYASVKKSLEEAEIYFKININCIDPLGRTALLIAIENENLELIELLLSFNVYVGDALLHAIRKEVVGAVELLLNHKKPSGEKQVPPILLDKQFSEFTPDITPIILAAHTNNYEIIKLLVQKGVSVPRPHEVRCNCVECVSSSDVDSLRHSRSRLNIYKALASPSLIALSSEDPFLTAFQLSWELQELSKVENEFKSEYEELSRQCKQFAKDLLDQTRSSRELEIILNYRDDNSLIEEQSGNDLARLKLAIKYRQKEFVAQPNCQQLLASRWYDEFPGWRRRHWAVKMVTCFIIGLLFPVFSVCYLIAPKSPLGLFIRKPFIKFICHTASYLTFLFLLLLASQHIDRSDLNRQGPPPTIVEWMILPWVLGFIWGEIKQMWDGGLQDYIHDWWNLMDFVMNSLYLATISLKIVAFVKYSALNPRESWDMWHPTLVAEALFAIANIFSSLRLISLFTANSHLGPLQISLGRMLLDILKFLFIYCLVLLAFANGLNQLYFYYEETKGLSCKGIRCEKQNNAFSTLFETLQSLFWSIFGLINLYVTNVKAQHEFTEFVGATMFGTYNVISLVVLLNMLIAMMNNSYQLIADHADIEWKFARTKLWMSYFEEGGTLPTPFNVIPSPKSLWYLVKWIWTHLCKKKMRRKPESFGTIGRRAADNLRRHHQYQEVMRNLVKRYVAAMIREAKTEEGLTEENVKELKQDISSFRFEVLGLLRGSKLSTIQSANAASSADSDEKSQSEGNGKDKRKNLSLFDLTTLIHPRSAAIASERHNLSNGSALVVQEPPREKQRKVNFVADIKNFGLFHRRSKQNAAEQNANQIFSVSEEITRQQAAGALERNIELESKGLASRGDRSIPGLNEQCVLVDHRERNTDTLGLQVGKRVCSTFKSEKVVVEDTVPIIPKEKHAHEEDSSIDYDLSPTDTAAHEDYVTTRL
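Material: HEK293 cells with stable TRPC4beta plus mu-opioid receptor expression / Probe or stimulus: DAMGO in two steps, submaximal then maximal / Compound: single concentration per test compound / Technique: kinetic Fluo4 fluorescence imaging of calcium influx / Read-out: per-well B score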
TRPC6 activator: mouse TRPC6 channel activation | Q61143 | HEK293-TRPC6 membrane potential dye fluorescence; active compounds read high | B-score at 10 µM | 0.13% of 310,000 active | AID 2550;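 active = B-score of the integrated fluorescence ratio above library mean plus 3 SD, and starting fluorescence ratio within library mean plus 5 SD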;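 also: higher score means more depolarization so channel activation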
TRPC4 potent: TRPC4 (mouse) allosteric potentiation. Q9QUQ5. HEK293 TRPC4beta/mu-opioid, DAMGO EC20, Fluo-4 Ca2+ flux; active compounds read high. B-score at 10 µM. 0.42% of 310,000 active;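 active = B-score of calcium response area above 5 SD of library B-scores, with initial fluorescence ratio within 5 SD of library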;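 also: B-score of integrated fluorescence ratio over time as area under calcium response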
TRPC4 agonist: TRPC4 (mouse) channel activation; HEK293 TRPC4beta/mu-opioid, Fluo4 calcium fluorescence; active compounds read high; B-score at 10 µM; 0.49% of 310,000 active; AID 2237;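 active = B-score above 5 SD of library B-scores, and initial fluorescence ratio not above library mean plus 5 SD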;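 also: positive B-score marks a calcium rise read as TRPC4 activation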
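Assay system: HEK293 stable line with TRPC4beta plus mu-opioid receptor. Times: dye 45 min RT, read 110 s. Measured by: kinetic Fluo4 calcium fluorescence. Measure: B score of integrated ratio. Controls: assay buffer as low control, maximal DAMGO as high control.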
SKKanGAS inh: SKKanGAS growth inhibition | S. pyogenes SKKanGAS, kanamycin growth, BacTiter-Glo, 6 h | inhibition, % at 7.5 µM | 1.3% of 300,000 active | AID 1662;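 active = mean replicate score, as percent of positive control median, at least 50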;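 also: strain carries kanamycin resistance gene driven by streptokinase promoter and grows in 40 µg/ml kanamycin; loss of luminescence reflects streptokinase promoter inhibition or plain growth inhibition; 0% = median of DMSO wells and 100% = positive control at its reference dose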
MrgX1 ag: agonists of human MrgX1 receptor | Q96LB2 | MrgX1-HEK293 cells, Fluo-4 calcium fluorescence, agonist mode; active compounds read high | 0.44% of 310,000 active | AID 588627 | B-score at 10 µM;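 active = calcium response B-score plate-corrected fluorescence ratio at least 3 library SD, with starting fluorescence B-score inside 5 SD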
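System: HEK293 cells stably expressing human MrgX1 receptor; Dosing: test compound in the initial addition of three; Schedule: overnight plating, then 30 min 37 °C plus 30 min room-temperature dye loading; Detection: kinetic calcium dye fluorescence, Fluo-4 NW; Controls: per-plate positive and negative controls for Z′ factor.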
TMEM16A inh: inhibitors of mouse TMEM16A calcium-activated chloride channel; Q8BHY3; HEK293 TMEM16A/YFP iodide influx fluorescence, ionomycin; normalized B-score (activity score, 25-100; higher = stronger inhibition) at 10 µM; 1.2% of 310,000 active; AID 588511;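 active = ratio plate-corrected score three or more library SD toward inhibition, starting fluorescence score within five deviations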;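 also: score derived from kinetic fluorescence span divided by baseline fluorescence per well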
TRPC6 inhibitor: blocks the mouse TRPC6 cation channel; Q61143; HEK293-TRPC6, membrane potential dye, ACh-evoked depolarization; active compounds read low; 1.1% of 310,000 active; B-score at 10 µM;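 active = B-score under library mean minus 3 SD, initial fluorescence not abnormally high, positive integrated signal ratio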;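 also: B-score derived from integrated fluorescence ratio over the kinetic read; more negative B-score means stronger inhibition of depolarization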
The depositor's hits bear a star; i = inactive; . = no result given.

SMILES,TRPC4 potent,MrgX1 allo act,TMEM16A act,SKKanGAS inh,TRPC4 inh,MrgX1 antag,MrgX1 ag,TRPC4 agonist,TRPC6 inhibitor,TRPC6 activator,TMEM16A inh
Cc1cc(NC(=O)Cn2cc([N+](=O)[O-])cn2)n(Cc2ccc(F)cc2)n1,i,i,i,4.1,i,i,i,i,i,i,i
CCOc1ncccc1C(=O)OCC(=O)Nc1ccc(C)c(S(=O)(=O)N(C)C)c1,i,i,i,7.6,i,i,i,i,i,i,i
CCn1cc(/C=C(\NC(=O)c2ccc(C)cc2)C(=O)NCCCN2CCOCC2)c2ccccc21,i,.,i,7.0,i,.,.,i,i,i,.
O=c1[nH]c2ccccc2[nH]c1=O,i,i,i,-3.7,i,i,i,i,i,i,i
CCOC(=O)c1cc2ccccc2nc1C,i,i,i,-7.7,i,i,i,i,i,i,i
O=C(O)CC(C(=O)Nc1ccc(Cl)c(Cl)c1)C1CCCO1 (stereo not given),i,i,i,-2.1,i,i,i,i,i,i,i
Cc1ccc2nc(NC(=O)[C@H](C)N3C(=O)C4CC=CCC4C3=O)sc2c1 (stereo not given in full),i,i,i,-1.4,i,i,i,i,i,i,i
COc1cc(CCC(=O)Nc2ccncc2Cl)cc(OC)c1OC,i,i,i,13.6,i,-6.22*,i,i,i,i,i
CCSC1=C(C#N)C(c2ccccc2Cl)C(C(=O)c2cccs2)C(O)(C(F)(F)F)N1 (stereo not given),i,i,i,1.3,i,i,i,i,i,i,i
CC1Oc2ccccc2N(CC(=O)N2CCCCCC2)C1=O (stereo not given),i,i,i,5.2,i,i,i,i,i,i,i
Cc1cc(C)nc(NS(=O)(=O)c2ccc(NS(=O)(=O)c3ccsc3)cc2)n1,i,i,i,-2.8,i,i,i,i,i,i,i
O=C(NCCCSc1ccccc1)c1ccc(=O)[nH]c1,i,i,i,4.0,i,i,i,i,i,i,i
COc1cc(C(=O)Nc2ccc(NC(=O)c3ccco3)nc2)cc(OC)c1OC,i,i,i,0.1,i,i,i,i,i,i,i
C=CCn1cnc2c(NCc3ccccc3)ncnc21,i,i,i,2.5,i,i,i,i,i,i,i
Cc1cc(Sc2nccn2C)ncc1[N+](=O)[O-],i,i,i,-17.9,i,i,i,i,i,i,i
Cc1ccc(C(C)C)c(OCCCNCc2cccnc2)c1,i,i,i,-4.0,i,i,i,i,i,i,i
COc1cc(C(=O)OCC(=O)c2cc(C)n(C)c2C)cc(NC(=O)c2ccco2)c1OC,i,i,i,5.7,i,i,i,i,i,i,i
Cc1ccc(-c2noc(CCC(=O)N3CCCc4ccccc43)n2)cc1,i,i,i,-4.4,i,i,i,i,-6.42*,i,i
CCOc1cccc(NC(=O)CSc2nncn2N)c1,i,7.38*,i,-3.2,i,i,i,i,i,i,i
O=C(CC(O)(C(F)(F)F)C(F)(F)F)Nc1ccc(Cl)c(Cl)c1,.,i,-12.9*,.,.,i,38.4*,.,.,.,100*
COCCNc1nc(N2CCCCC2)c2cnn(C)c2n1,i,i,i,21.1,i,i,i,i,i,i,i
Cc1ncc(CO)c2c1Oc1nc(-c3ccccc3)nc(SCC(=O)N(C)c3ccccc3)c1C2,i,10.1*,.,8.0,i,i,i,i,i,i,i
CCOC(=O)c1nn(-c2cccc(OC)c2)c(-c2ccccc2)c1C(=O)c1ccccc1,i,i,i,-4.1,i,i,i,i,i,i,i
CCOC(=O)c1ccc([N+](=O)[O-])c(CS(=O)(=O)c2ccc(Cl)cc2)c1,i,i,i,0.0,i,i,i,i,i,i,i
CC(=O)Nc1ccccc1OCC(=O)c1ccc2c(c1)OCO2,i,i,i,2.7,i,i,i,i,i,i,i
Cc1ccc2c(c1)C(N1CCCC1=O)CC(c1ccco1)N2 (stereo not given),i,i,i,11.1,i,i,i,i,i,i,i
CCNCc1cc(Cl)c(OCc2ccccc2)c(OCC)c1,i,i,i,-8.4,i,i,i,i,i,i,i
COCOc1cc(O)c(C(=O)/C=C/c2ccc(OCOC)c(OCOC)c2)c(OCOC)c1,i,i,.,-2.7,i,i,i,i,i,i,i
O=C(CSc1nc(Nc2ccccc2)nc(N2CCOCC2)n1)Nc1cc(Cl)ccc1O,i,i,i,78.3*,i,i,i,i,i,i,i
Cc1cc(NC(=O)CSCC(=O)Nc2cccc(S(=O)(=O)N3CCCCCC3)c2)no1,i,i,i,-3.4,i,i,i,i,i,i,i
CCC(C)NCC(O)(c1ccc(Cl)cc1)c1ccc(Cl)cc1 (stereo not given),i,i,i,-0.6,i,i,i,i,i,i,i
O=C(NC1CC2CCCC(C1)N2C(=S)Nc1ccccc1)C1CC1 (stereo not given),i,i,i,1.9,i,i,i,i,i,i,i
C[C@H]1CCC[C@]2(O[C@@H](CCO)C[C@H](O)[C@H]2O)O1,i,i,i,-2.5,i,i,i,i,i,i,i
CC1(C)CC2CC(C)(CN2C(=O)c2cc(-c3ccccc3)on2)C1 (stereo not given),i,i,i,1.4,i,i,i,i,i,i,i
COc1ccc(-c2nn[nH]n2)cc1OC,.,i,i,-1.7,.,i,i,.,.,.,i
Cc1cc(C)c(S(=O)(=O)N2CCCCC2)cc1N(C)S(=O)(=O)c1ccc(Cl)cc1,i,i,i,18.2,i,i,i,i,i,i,i
CCOCCCNC(=O)C(NC(=O)CNC(=O)c1ccccc1)c1ccc(OC)cc1 (stereo not given),i,i,i,-3.4,i,i,i,i,i,i,i
O=C(CCCCCn1c(=S)[nH]c2ccc(Br)cc2c1=O)NCC1CCCO1 (stereo not given),i,i,i,10.8,i,i,i,i,i,i,i
CCn1c(SCC(=O)Nc2cc(F)ccc2C)nnc1-c1ccccc1O,i,i,i,-12.2,i,i,i,i,i,i,i
Cc1ccc(NC(=O)Cn2nc(C)c3ccccc3c2=O)cc1F,i,i,i,-1.8,i,i,i,i,i,i,i
COc1cc(NC(=O)Cc2cccc3ccccc23)c(C(=O)O)cc1OC,i,i,i,16.5,i,i,i,i,i,i,i
Cc1cccc(C(=O)N2CCCC(N3CCN(c4ccc(F)cc4)CC3)C2)n1 (stereo not given),i,i,i,1.2,i,i,i,i,i,i,i
CCCC(=O)C1=C(c2ccccc2)C(C#N)(C#N)C(C#N)=C1N,i,i,i,-4.8,i,i,i,i,i,i,i
CCN(CC(=O)Nc1ccc2c(c1)OCCO2)C(=O)c1ccc(S(=O)(=O)N(C)C)cc1,i,i,i,-1.9,i,i,i,i,i,i,i
CCOc1ccc(/C=N/Nc2ccccn2)cc1,i,i,i,-14.6,i,i,i,i,i,i,i
COc1cccc(C(=O)Nc2ccc3c(c2)C(=O)c2ccccc2C3=O)c1,i,i,i,-16.2,i,i,i,i,i,i,i
CCn1c(-c2cc(-c3ccccc3)sc2N)n[nH]c1=S,i,i,i,-2.7,i,i,i,i,i,i,i
Cc1cc(C(=O)CSc2nnnn2C)c(C)n1C1CC1,i,i,i,5.7,i,i,i,i,i,i,i
COc1ccc(CNC(=O)C(CCSC)NC(=O)c2ccco2)cc1 (stereo not given),i,i,i,0.1,i,i,i,i,i,i,i
CCOCCCNC(=O)c1ccc2c(c1)ncn2-c1ccc(C)cc1C,i,i,i,-7.5,i,i,i,i,i,i,i
O=C(C1=C[C@@H](c2ccc(Br)cc2)C[C@@H](OCc2ccc(CO)cc2)O1)N1CCN(Cc2ccccc2)CC1,i,i,i,26.7,i,i,i,i,i,i,i
O=C(c1ccc2snnc2c1)N1CCN(c2ccccc2)CC1,i,i,i,0.9,i,i,i,i,i,i,i
Oc1ccccc1O,.,i,i,.,.,i,i,.,.,.,i
CC1CC2(CCCC2)Nc2ccc(F)cc21 (stereo not given),i,i,.,-2.9,i,i,i,i,i,i,i
Cc1cc2c(cc1S(=O)(=O)CCC(=O)N1CC(C)CC(C)C1)OCC(=O)N2 (stereo not given),i,i,i,-3.2,i,i,i,i,i,i,i
COCC(C)N1CC(O)=C(c2nc(-c3ccc(Cl)cc3)cs2)C1=N (stereo not given),i,i,i,2.4,i,i,i,i,i,i,i
CC1(C)CC2CC(C)(CN2C(=O)COC(=O)CNC(=O)c2ccc(Cl)c(Cl)c2)C1 (stereo not given),i,i,i,0.4,i,i,i,i,i,i,i
CCN(CC)S(=O)(=O)c1ccc(C(=O)NNC(=O)C2CCN(S(=O)(=O)c3ccc(Cl)cc3)CC2)cc1,i,i,i,10.7,i,i,i,i,i,i,i
CCCn1c(C)cc(C(=O)COc2ccc(C)nc2[N+](=O)[O-])c1C,i,i,i,-2.7,i,i,i,i,i,i,i
CC(CC(=O)Nc1nc2ccccc2[nH]1)n1ccnc1 (stereo not given),i,i,i,2.7,i,i,i,i,i,i,i

Later entries
SMILES,TRPC4 potent,MrgX1 allo act,TMEM16A act,SKKanGAS inh,TRPC4 inh,MrgX1 antag,MrgX1 ag,TRPC4 agonist,TRPC6 inhibitor,TRPC6 activator,TMEM16A inh
COC(=O)c1sccc1NC(=O)CN(C)NS(=O)(=O)c1ccc([N+](=O)[O-])cc1,i,i,i,3.4,i,i,i,i,i,i,i
CCOC(=O)CN1C(=O)N(c2ccccc2OC)S(=O)(=O)c2ccccc21,i,i,i,-0.8,i,i,i,i,i,i,i
COc1ccc(C(=NN)c2ccc(OC)cc2)cc1,i,i,i,-9.3,i,i,i,i,i,i,i
CC(=O)NC(=O)c1nnn(Cc2ccccc2)c1NC(C)=O,i,i,i,1.5,i,i,i,i,i,i,i
COc1ccc(C(O)Cc2nc3ccccc3n2C)cc1OC (stereo not given),i,i,i,-0.2,i,i,i,i,i,i,i
COc1cc2c(cc1OC)C(c1ccc(N(C)C)cc1)CC(=O)N2 (stereo not given),i,i,i,4.2,i,i,i,i,i,i,i
Cc1onc(-c2ccccc2)c1C(=O)Nc1nnc(-c2ccncc2)s1,i,i,i,13.8,.,i,i,i,i,i,i
CCOC(=O)c1c(NC(=O)C(NCCN(C)C)c2ccccc2)sc2c1CCCC2 (stereo not given),i,i,i,16.0,i,i,i,i,i,i,i
